Screening data (PubChem)
14-3-3g Raf: alters human 14-3-3 gamma binding to Raf peptide; P61981; FP, 14-3-3gamma / TMR-pS259-Raf peptide binding; inhibition, % at 40 µM; 160,000 tested, 0.19% active; in the data active means inhibition above about 30%;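 further: 0% = protein plus tracer without compound and 100% = blank with tracer alone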
Target sequence (P61981 whole entry, looked up): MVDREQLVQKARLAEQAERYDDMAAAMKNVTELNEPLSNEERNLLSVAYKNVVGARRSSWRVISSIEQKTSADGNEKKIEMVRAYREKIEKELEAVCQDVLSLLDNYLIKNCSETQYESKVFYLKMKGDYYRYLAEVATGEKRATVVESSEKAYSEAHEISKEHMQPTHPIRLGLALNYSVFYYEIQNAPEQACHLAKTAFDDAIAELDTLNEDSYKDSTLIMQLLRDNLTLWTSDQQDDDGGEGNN
* marks the source's active call; other numbers are inactive results; & = joins results of further samples.

1: CC(C(N)=O)N1CC(c2ccc(Cl)cc2)CC1=O (stereo not drawn)
  14-3-3g Raf: -5

2: COc1ccc(OC)c(CN2CCN(C(=O)COc3ccc(Br)cc3)CC2)c1
  14-3-3g Raf: 2

3: Nc1ccccc1N=Cc1c(O)n(CCC2=CCCCC2)c(=O)[nH]c1=O
  14-3-3g Raf: -12

4: CC(=O)Nc1ccccc1OC(=O)N(C)C
  14-3-3g Raf: -7

5: Cc1cccc(NC(=O)CSc2nnc([C@@H](N)Cc3c[nH]c4ccccc34)o2)c1C
  14-3-3g Raf: 3

6: O=C1NC(=O)C2(OC(=O)C(=O)/C2=C(/O)c2ccc(Cl)cc2)C(=O)N1
  14-3-3g Raf: -7

7: Cc1cccc(N2C(=O)CC(=O)NC2=S)c1
  14-3-3g Raf: -92

8: CN(C(=O)Oc1cccc2cccnc12)c1ccccc1
  14-3-3g Raf: 2

9: NCC1(CC(=O)O)CCCCC1
  14-3-3g Raf: -2&-4

10: CCCC1(CCC)C(=O)NC(=NCc2ccccc2)NC1=O
  14-3-3g Raf: 4

Single entries from the results shown:
no. 4 in 14-3-3g Raf has -7
no. 10 in 14-3-3g Raf has 4

Back to the main list; the 2 compounds before the break are reprinted first.
9: NCC1(CC(=O)O)CCCCC1
  14-3-3g Raf: -2&-4

10: CCCC1(CCC)C(=O)NC(=NCc2ccccc2)NC1=O
  14-3-3g Raf: 4

11: O=C(CCn1c(=O)oc2ccccc21)N1CCC2(CC1)OCCO2
  14-3-3g Raf: -4

12: CCC(C)NC(=O)CN1C(=O)CN=C(c2ccccc2)c2cc(Cl)ccc21 (stereo not drawn)
  14-3-3g Raf: 18

13: CC1N=C(c2ccccc2)c2ccccc2N(Cc2ccccc2Cl)C1=O (stereo not drawn)
  14-3-3g Raf: -3

14: CC12CN3CC(c4ccccc4)(CN(C1)C31CCCCC1)C2=O
  14-3-3g Raf: 7

15: CCc1ccc(CNCCc2ccc3c(c2)OCO3)cc1
  14-3-3g Raf: 1

16: Cn1cc(C=Cc2nc3ccc(I)cc3c(=O)n2-c2ccccc2)c2ccccc21
  14-3-3g Raf: -32

17: O=C(Nc1cccnc1)c1c(O)c2c(n(Cc3ccccc3)c1=O)CCCC2
  14-3-3g Raf: 0

18: O=c1c2ccccc2nc(-c2ccccc2)n1-c1ccc(O)cc1
  14-3-3g Raf: 1

19: Cc1cccnc1-n1c(CN2C(=O)c3ccccc3C2=O)nc2ccccc2c1=O
  14-3-3g Raf: 2

20: CC1=CC(=O)C2=C(C)CC(O)C3C(C)C(=O)OC3C12 (stereo not drawn)
  14-3-3g Raf: -10

Among those listed so far, 2 have an NH in an aromatic ring:
3: Nc1ccccc1N=Cc1c(O)n(CCC2=CCCCC2)c(=O)[nH]c1=O
  14-3-3g Raf: -12

5: Cc1cccc(NC(=O)CSc2nnc([C@@H](N)Cc3c[nH]c4ccccc34)o2)c1C
  14-3-3g Raf: 3

Another view of three compounds above.
cpd	canonical_smiles	14-3-3g Raf
11	O=C(CCn1c(=O)oc2ccccc21)N1CCC2(CC1)OCCO2	-4
12	CCC(C)NC(=O)CN1C(=O)CN=C(c2ccccc2)c2cc(Cl)ccc21 (stereo not drawn)	18
16	Cn1cc(C=Cc2nc3ccc(I)cc3c(=O)n2-c2ccccc2)c2ccccc21	-32

(next part)
21: CCCC(C)n1[nH]c(=O)c2c1NC(=O)CSC2c1ccc(OC)c(OC)c1 (stereo not drawn)
  14-3-3g Raf: 5

22: CN(C)C(=O)Oc1ccc(OC(=O)N(C)C)cc1
  14-3-3g Raf: 1

23: CC1CN(c2ccc([N+](=O)[O-])cc2Cl)CCN1 (stereo not drawn)
  14-3-3g Raf: 5

24: O=C1C2CCCN2C(c2cccnc2)N1c1cccc(Cl)c1 (stereo not drawn)
  14-3-3g Raf: -9

25: O=C1CC(=O)N(c2cccc(F)c2)C(=O)N1
  14-3-3g Raf: 4

26: CCCCn1c(O)c(C(CC)=Nc2ccc(OCC)cc2)c(=O)[nH]c1=O
  14-3-3g Raf: -8

27: Cc1c(Cl)cccc1NC(=O)CN1C(=O)CN=C(c2ccccc2Cl)c2cc(Cl)ccc21
  14-3-3g Raf: -8

28: COc1cccc(OC)c1C1=NCC(=O)Nc2c1oc1ccc(Br)cc21
  14-3-3g Raf: -4

An excerpt, so the mix of outcomes need not match the whole.
